RGS8-Gao reg: human RGS8-Galphao interaction regulation. 0.34% of 220,000 active. P09471. response (percent of control binding), % at 10 µM. multiplexed bead flow cytometry, RGS8-Galphao binding; actives lie on both sides; in the data active = response below about 60% or above about 140%; inactive = in between;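 also: Galphao activated as the GDP aluminium fluoride complex binding bead-coupled RGS8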
Bfl-1 Bim block: disrupts Bim binding to human Bfl-1 | Q16548 | Bead-based flow cytometry, Bim-Bfl-1 binding inhibition | inhibition, % at 10 µM | 0.12% of 190,000 active | AID 1008;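 also: 0% = wells without compound plus tracer and 100% = blocker peptide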
Bim-Bcl-B: human Bim-Bcl-B interaction inhibition. 0.073% of 190,000 active. Q9HD36. inhibition, % at 10 µM. bead-based flow cytometry, Bim peptide-Bcl-B binding;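 also: 0% = tracer peptide without compound and 100% = reference inhibitor peptide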
Target sequence (Q9HD36 whole entry, looked up): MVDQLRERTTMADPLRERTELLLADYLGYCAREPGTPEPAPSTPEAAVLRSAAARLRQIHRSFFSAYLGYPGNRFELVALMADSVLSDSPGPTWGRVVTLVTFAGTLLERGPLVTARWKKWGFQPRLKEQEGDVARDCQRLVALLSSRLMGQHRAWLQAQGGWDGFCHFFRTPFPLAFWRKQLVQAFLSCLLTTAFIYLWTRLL
Bim-Mcl-1: disrupts Bim peptide binding to human Mcl-1 | Bead-based flow cytometry, Bim peptide-Mcl-1 binding | inhibition, % at 10 µM | 0.1% of 190,000 active;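 also: 0% = no compound tracer wells and 100% = peptide blocker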
Target sequence (Q07820 whole entry, looked up): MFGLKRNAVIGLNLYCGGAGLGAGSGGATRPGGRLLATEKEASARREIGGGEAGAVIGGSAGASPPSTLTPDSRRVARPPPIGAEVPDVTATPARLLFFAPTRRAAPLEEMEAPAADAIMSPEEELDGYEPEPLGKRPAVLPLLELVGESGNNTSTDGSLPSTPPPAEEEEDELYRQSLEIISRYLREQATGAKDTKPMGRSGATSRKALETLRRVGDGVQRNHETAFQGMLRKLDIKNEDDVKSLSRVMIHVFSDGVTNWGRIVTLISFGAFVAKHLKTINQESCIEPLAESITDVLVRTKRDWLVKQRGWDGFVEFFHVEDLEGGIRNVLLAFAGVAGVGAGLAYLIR
Bim-Bcl-XL: inhibitors of Bim-Bcl-XL interaction, human; Q07817; Bim peptide-Bcl-XL binding, bead flow cytometry, fluorescence; inhibition, % at 10 µM; 0.04% of 190,000 active
Bim-Bcl-2: human Bim-Bcl-2 interaction inhibition; P10415; Bead-based flow cytometry, Bim peptide-Bcl-2 binding; inhibition, % at 10 µM; 0.06% of 190,000 active; in the data active = inhibition above about 40%; inconclusive = no clear call, values can overlap the other calls;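 also: 0% = no compound wells with probe peptide and 100% = reference peptide inhibitor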
Target sequence (P10415 whole entry, looked up): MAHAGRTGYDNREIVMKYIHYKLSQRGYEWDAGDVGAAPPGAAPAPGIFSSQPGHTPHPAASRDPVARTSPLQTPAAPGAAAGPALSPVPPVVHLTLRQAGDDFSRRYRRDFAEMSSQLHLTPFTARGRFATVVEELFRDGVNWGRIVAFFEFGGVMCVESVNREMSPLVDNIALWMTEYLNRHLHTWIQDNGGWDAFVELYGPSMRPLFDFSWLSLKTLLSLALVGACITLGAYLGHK
RGS7-Gao: modulates binding of RGS7 to human Galphao. P09471. Multiplexed bead flow cytometry; actives lie on both sides. binding response (% of control), % at 10 µM. 0.35% of 220,000 active; in the data active = binding response below about 49% or above about 150%; inconclusive = no clear call, values can overlap the other calls; inactive = in between;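 also: fluorescent Galphao held in activated GDP-AlF4 state binding bead-coupled RGS7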
RGS4-Gao reg: modulates binding of RGS4 to human Galphao; P09471; Multiplexed bead flow cytometry; actives lie on both sides; binding response (% of control), % at 10 µM; 0.33% of 220,000 active; AID 1415; in the data active = binding response below about 49% or above about 150%; inactive = in between;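 also: fluorescent Galphao activated with aluminum fluoride binding bead-coupled RGS4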
Mcl1-Noxa inh: disrupts binding of human Mcl-1 to Noxa peptide; Q07820; TR-FRET Mcl-1/Noxa peptide binding, 2 h; inhibition, % at 21.7 µM; 1.5% of 220,000 active;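 active = compounds that cut the protein-peptide binding signal by more than 50% relative to plate controls in a single-dose test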;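 also: His-tagged Mcl-1 with rhodamine Noxa BH3 peptide and terbium anti-His antibody; 0% = Mcl-1 plus Noxa peptide wells and 100% = peptide-only wells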
Mcl1 Bid PPI: disrupts binding of human Mcl-1 to Bid peptide; TR-FRET Mcl-1/Bid-Dy647 peptide binding, 1536-well; 0.97% of 220,000 active; inhibition, % at 21.7 µM;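 active = compounds that cut the binding signal by more than half at the single screening dose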;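 also: His-tagged Mcl-1 with europium anti-His antibody binding Bid BH3 peptide; 0% = Mcl-1 plus peptide wells and 100% = peptide-only wells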
Bcl-W Bim block: inhibitors of Bim-Bcl-W interaction, human; bead-based flow cytometry, Bim peptide-Bcl-W binding; inhibition, % at 10 µM; 0.02% of 190,000 active; AID 952;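 also: 0% = bound tracer without compound and 100% = peptide blocker; higher means less fluorescent Bim peptide bound to Bcl-W beads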
Target sequence (Q92843 whole entry, looked up): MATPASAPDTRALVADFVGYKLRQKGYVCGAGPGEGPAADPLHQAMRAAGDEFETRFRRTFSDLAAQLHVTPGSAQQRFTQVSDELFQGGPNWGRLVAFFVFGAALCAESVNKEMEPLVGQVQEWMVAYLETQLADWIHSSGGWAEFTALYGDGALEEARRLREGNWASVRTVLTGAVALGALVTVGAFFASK
Active calls of the source: *; ? = inconclusive; . = not tested or not shown; & = joins results of further samples. Rule as the data show it, unless noted: active = inhibition above about 40%.

SMILES	RGS8-Gao reg	Bfl-1 Bim block	Bim-Bcl-B	Bim-Mcl-1	Bim-Bcl-XL	Bim-Bcl-2	RGS7-Gao	RGS4-Gao reg	Mcl1-Noxa inh	Mcl1 Bid PPI	Bcl-W Bim block
Cc1ccn2cc(-c3cccc(NC(=O)c4ccccc4)c3)nc2c1	102	0	-6	-2	-4	-1	105	103	32	-39	-1
Cc1cc(/C=C(\C#N)C(=O)Nc2ccc(Cl)cc2)c(C)n1-c1ccc(N2CCOCC2)c([N+](=O)[O-])c1	104	1	-1	-4	-5	1	104	104	-5	-26	-1
Cc1c(N=C2NN=C(c3ccc(Cl)cc3)CS2)c(=O)n(-c2ccccc2)n1C	98	6	-5	17	-6	-2	102	101	28	-25	-1
COc1cc2c(cc1OC)C(C)N(C(C)=O)CC2 (centres undefined)	95	0	-4	-1	-6	6	101	102	17	-5	-1
CCOC(=O)c1c(C)[nH]c2c1-c1ccccc1C(=O)C2=O	97	0	2	0	0	3	99	101	0	-3	0
CCNC(=O)NC(=O)C(C)OC(=O)Cc1coc2cc3c(cc12)CCC3 (centres undefined)	99	-2	0	-1	0	-2	96	97	2	-14	-2
CCN1CCN(c2nc3sc4c(c3c(=O)n2-c2ccc(OC)cc2)CCCCC4)CC1	101	1	-1	-2	-1	2	98	102	7	-23	0
COc1ccc(-n2ccnc2SCC(=O)NCc2ccco2)c(OC)c1	68	4	5	8	-1	1	78	83	11	-20	1
CC(C)c1c(O)nc(SCC(=O)Nc2ccc3c(c2)CCC3)[nH]c1=O	102	-15	-11	-3	-4	-7	102	103	22	-36	0
CNc1ccccc1C(=O)OCC(=O)c1ccccc1	98	-2	-6	-4	-5	0	101	100	2	-7	-3

Grouped by structure, those above with a Cl atom (2)
SMILES	RGS8-Gao reg	Bfl-1 Bim block	Bim-Bcl-B	Bim-Mcl-1	Bim-Bcl-XL	Bim-Bcl-2	RGS7-Gao	RGS4-Gao reg	Mcl1-Noxa inh	Mcl1 Bid PPI	Bcl-W Bim block
Cc1cc(/C=C(\C#N)C(=O)Nc2ccc(Cl)cc2)c(C)n1-c1ccc(N2CCOCC2)c([N+](=O)[O-])c1	104	1	-1	-4	-5	1	104	104	-5	-26	-1
Cc1c(N=C2NN=C(c3ccc(Cl)cc3)CS2)c(=O)n(-c2ccccc2)n1C	98	6	-5	17	-6	-2	102	101	28	-25	-1

More results follow.
SMILES	RGS8-Gao reg	Bfl-1 Bim block	Bim-Bcl-B	Bim-Mcl-1	Bim-Bcl-XL	Bim-Bcl-2	RGS7-Gao	RGS4-Gao reg	Mcl1-Noxa inh	Mcl1 Bid PPI	Bcl-W Bim block
Cc1ccc(N/N=C(\C#N)C(=N)N2CCCCC2)cc1	103	.	.	.	.	.	?	103	14	-15	.
CC(=O)Nc1ccc(OCCC[n+]2ccccc2)cc1	101	-6	-3	-1	0	-6	100	99	-7	-17	0
CCOC(=O)N1CCN(c2ncc(C(F)(F)F)cc2Cl)CC1	101	1	2	-1	0	-2	?	99	18	-14	-1
Clc1ccc(-n2ncc3c(NCc4ccco4)ncnc32)cc1	83	-2	-4	-4	-5	-4	83	99	12	-15	-6
COc1cc(NS(=O)(=O)c2ccc(N/C=C\C(=O)c3ccc(OC)c(OC)c3)cc2)nc(OC)n1	102	3	2	4	3	4	102	100	-4	-57	2
COC(=O)c1cccc(NC(=O)CSc2nnc(COc3ccccc3)n2C)c1	101	-11	-6	0	-4	-5	99	101	0	4	2
O=C(NCc1ccc(Cl)s1)c1cc(COc2c(F)cccc2F)on1	109	-5	0	0	-1	-3	101	106	20	-12	-1
Cc1ccc(C)c(C2=CSC3=NS(=O)(=O)CCN23)c1	99	-15	-7	-4	-3	-10	97	100	14	-5	-1
NC(=S)N/N=C/c1cn(CCC(=O)O)nc1-c1cccc(Br)c1	99	.	.	.	.	.	?	94	9	-19	.
O=C(CN1CCCC1)Nc1ccc(Oc2ccc(NC(=O)CN3CCCC3)cc2)cc1	99	1	1	1	2	0	104	102	1	-17	0
COc1cc(NC(=O)CN2C(=O)NC(C)(c3ccccc3)C2=O)c(C)cc1[N+](=O)[O-] (centres undefined)	102	-4	-10	-7	-7	-9	95	88	3	-18	-6
CCOC(=O)CC1C(=O)NCCN1C(=O)c1sc2ccccc2c1Cl (centres undefined)	103	-2	-5	1	-2	-1	100	100	-8	-14	-2
CC(C)CN1CN(Cc2ccco2)CNC1=S	101	-7	-11	-5	-13	-4	103	101	16	-46	-4
O=C(Nc1ccncc1)c1ccc(NS(=O)(=O)c2cccc(F)c2)cc1	101	-1	-2	-5	-4	0	100	100	26	-16	-3
COc1ccc(S(=O)(=O)Nc2cc(C)cc(C)n2)c2ccccc12	101	-16	-10	-4	0	-13	102	100	.	-1	-1
Cn1cnnc1SCC(=O)Nc1cc(C(F)(F)F)ccc1N1CCOCC1	103	-7	-6	-3	-2	-3	98	103	11	-11	-1
CCc1ccc(NC(=O)c2c(C(=O)Nc3ccccc3)sc3nc(C)cc(=O)n23)cc1	100	-2	-10	-1	-2	-3	?	101	4	-41	0
Cc1cc(C)n(CC(O)CN(c2ccccc2)S(=O)(=O)c2ccccc2)n1 (centres undefined)	96	-3	-4	-6	-11	-7	146	100	.	-15	-5
Cc1ccc(NC(=O)Cn2nc(-c3ccccc3Cl)ccc2=O)c(Br)c1	88	-6	-5	0	-1	-2	78	81	-4	-13	-1
COc1ccc(Cl)cc1C(=O)Nc1ccc(NC(=O)C(C)C)cc1	99	7	7	2	1	3	?	90	25	-12	4
Oc1ccccc1C1CC(c2cccs2)=NC(c2ccc(Cl)cc2)N1 (centres undefined)	101	3	2	1	0	1	101	101	25	-53	0
COc1ccc(/C=C/C(=O)Nc2ccc(OC)nc2)cc1	100	-2	-6	-3	-7	0	98	99	14	5	-2
CCOc1ccc(-n2c(-c3ccccc3)c[n+]3c2CCCCC3)cc1	98	-4	-4	5	0	-5	91	92	-1	-10	0
CN1CCN(c2ccc(CNS(=O)(=O)c3ccccc3)cc2)CC1	103	.	.	.	.	.	?	86	1	-93	.
COc1ccc2cc(C(=O)C3CCCN(C(=O)CCc4cnn(C)c4)C3)ccc2c1 (centres undefined)	105	-8	-5	0	0	-2	104	101	-13	-166	-4
CCOc1ccc(C(=O)NCC(=O)OCC(=O)c2ccc3c(c2)-c2ccccc2C3)cc1	102	-6	-5	-2	-7	-5	96	99	-35	-41	-3
COCCNS(=O)(=O)c1cccn1-c1ncc(C(F)(F)F)cc1Cl	102	-10	-8	-2	-3	-7	101	100	-7	-25	-1
O=c1c2[nH]c3cccc(Cl)c3c2ncn1Cc1ccco1	101	.	.	.	.	.	?	93	-9	-48	.
COc1cccc(C2=NOC(C(=O)Nc3cc(OC)c(OC)c(OC)c3)C2)c1 (centres undefined)	98	-2	0	0	-2	1	96	97	16	-33	-1
CC1CCN(CCC(=O)Nc2ccc3c(c2)CCC3)CC1	107	-2	-8	-5	-9	0	108	107	17	-13	-2
CSc1cccc(NC(=O)c2c(Cl)cnn2C)c1	103	-17	-10	-3	1	-12	102	101	-3	-6	-2
COCCCNC(=O)Cn1c(=O)n(Cc2ccccc2Cl)c(=O)c2cc(OC)c(OC)cc21	99	-3	-3	0	0	-2	?	97	-16	-7	1
Fc1ccc(-c2nnc(CSc3nnc(-c4ccc5c(c4)OCO5)o3)o2)cc1	98	-14	-9	-3	-6	-7	92	97	8	7	0
CCOC(=O)c1c(C)sc(Sc2ccc(Cl)cc2[N+](=O)[O-])c1OC	88	-14	-10	-5	-1	-10	77	76	-3	-6	-2
CSc1cc(-c2ccc(Cl)cc2)n(Cc2ccccc2)c(=O)c1C#N	102	-7	-8	-1	-4	-8	99	102	-35	-17	0
CC(=O)NC(Cc1ccc(C)cc1)C(=O)NC1CCN(c2ncccc2[N+](=O)[O-])CC1 (centres undefined)	110	-7	-7	-2	-1	-6	106	103	10	-28	-3
COc1cccc(C(=O)NCc2cn3ccsc3n2)c1	117	-8	-5	-3	-2	-5	125	119	13	-25	-1
CCC(=O)N1CCc2cc(S(=O)(=O)NCCC(=O)Nc3cc(C)cc(C)c3)ccc21	101	-17	-5	-3	-6	-12	101	101	-8	-8	0
CC(C)NC(=O)NC(=O)CSc1ncc(C(F)(F)F)cc1Cl	102	-2	1	-1	-3	-1	109	104	1	-3	-2
O=C(CNCCO)Nc1ccc(F)c(Cl)c1	100	-7	0	-1	-1	-2	?	102	7	-17	1
Cn1c(=O)[nH]c(=O)c2c1nc(CN1CCN(c3cccc(Cl)c3)CC1)n2CCN1CCOCC1	102	0	0	-1	0	-3	100	103	-1	-13	-1
Cn1c(=O)[nH]c(NC2CCCCC2)c([N+](=O)[O-])c1=O	105	5	-1	-2	-3	-1	104	103	2	-20	0
c1cnc(N2CCN(Cc3ccc4c(c3)OCO4)CC2)nc1	98&101	-1&-2	-1&-3	0&-3	-5&-4	-2&-1	100&101	101&103	10&25	17&17	-1&-1
COc1ccccc1-c1ccc(=O)n(CC(=O)NC2CCc3ccccc32)n1 (centres undefined)	100	-7	-5	-5	-2	-5	101	104	8	-24	-3
CCCSc1nnc(-c2cnn(-c3ccccc3)c2-n2cccc2)n1C	100	-1	0	0	0	1	99	102	9	-33	-1
Nc1ccc(-c2nc3ccc(-c4nc5ccccc5o4)cc3[nH]2)cc1	99	0	0	0	-2	0	99	99	46	13	-1
Cc1ccc2[nH]c(=O)c3cc(C(=O)N(C)c4ccc(C)c(C)c4)sc3c2c1	98	.	.	.	.	.	?	102	12	-23	.
CN1CC(=O)N(CC(=O)NCc2ccc3c(c2)OCO3)C1=O	105	-12	-4	-8	-24	-6	100	102	-1	-33	-1
Clc1cc2cccnc2c2ccccc12	3.0*	4	-9	-3	-4	2	-24*	-47*	15	5	1
CCN1C(=O)C(O)(CC(=O)c2c(C)coc2C)c2ccccc21 (centres undefined)	95	-6	-8	-2	-4	-2	90	93	-1	4	-3

Following part:
SMILES	RGS8-Gao reg	Bfl-1 Bim block	Bim-Bcl-B	Bim-Mcl-1	Bim-Bcl-XL	Bim-Bcl-2	RGS7-Gao	RGS4-Gao reg	Mcl1-Noxa inh	Mcl1 Bid PPI	Bcl-W Bim block
Cc1ccc(Cn2cc(C(=O)c3ccc(F)cc3)c(=O)c3cc4c(cc32)OCCO4)cc1	101	-3	-7	-3	-7	-3	100	96	15	4	-5
OCCn1c(SC2CCCCC2)nc2ccccc21	103	0	0	-2	-2	-4	100	99	-4	-1	0
CCOC(=O)C1=C(CS(=O)(=O)c2ccccc2)NC(=O)NC1c1cccc(OC)c1 (centres undefined)	99	3	-6	-1	1	5	98	101	27	7	1
CC1C(=O)C(C)(C)C(=O)OC1c1ccccc1 (centres undefined)	99	.	.	.	.	.	?	102	26	18	.
CCN(CC)c1ccc(NC(=O)c2cc(Cl)ccc2OC)cc1	102	-3	-7	1	-19	0	101	100	66*	8	4
C[C@@]12CC(=O)NC1N(C(=O)c1ccccc1)C(c1ccccc1OC(=O)c1ccccc1)C2 (some centres undefined)	100	-13	-4	-4	-21	-4	103	100	-9	-12	1
O=C(c1ccccc1)C1CCc2occc2C1=O (centres undefined)	102	-9	-7	-4	-8	-6	106	104	9	4	0
C=CCn1c(SCC(=O)NC2CCS(=O)(=O)C2)nc2scc(C3CC3)c2c1=O (centres undefined)	94	-13	-8	-1	-2	-9	95	94	4	8	1
CCCCNCCOCCOc1ccc(F)cc1	108	-1	0	0	-2	-3	108	107	27	24	0
O=C(O)c1ccc(/C=N/Nc2ncc(C(F)(F)F)cc2Cl)cc1	101	.	.	.	.	.	?	101	8	-16	.
